From PubChem
ARFGAP1 inh: inhibitors of rat ARFGAP1 GAP activity, primary screen, biochemical, fluorescence polarization, GDP tracer; ADP-ribosylation factor GTPase-activating protein 1 (Rattus norvegicus), Q62848; inhibition, % at 16.5 µM; Arfgap1-stimulated ARF1 GTP hydrolysis, GDP FP detection; 0.26% of 360,000 active;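 active means inhibition above a per-plate limit, mean inhibition of low control wells plus 3 SD, cut at about 25% in these data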;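 further: 0% = DMSO wells with enzyme and 100% = wells lacking Arfgap1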
Target sequence (Q62848 1-136 limits assumed): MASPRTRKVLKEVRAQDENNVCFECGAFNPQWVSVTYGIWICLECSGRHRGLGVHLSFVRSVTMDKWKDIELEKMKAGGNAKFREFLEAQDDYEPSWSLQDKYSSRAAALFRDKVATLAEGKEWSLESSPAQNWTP
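Material – truncated rat Arfgap1 GAP domain · Buffer or medium – HEPES-based buffer, pH 7.5 · Reagent – human ARF1(Δ1-17)-GTP substrate · Dosing – 16.5 µM single point, 1.26% DMSO · Schedule – GTP hydrolysis reaction 2 h at 25 °C · Technique – GDP detection by fluorescence polarization · Benchmarks – No-Arfgap1 wells (100%) versus DMSO full-reaction wells (0%) · Repeats – single replicate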
rCAG RNA binder: binders of r(CAG) RNA repeats, primary screen, biochemical, fluorescence; inhibition, % at 3 µM; r(CAG) RNA repeat, TO-PRO-1 dye displacement fluorescence; 1.3% of 370,000 active; AID 651821, 2012;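 active means inhibition above the plate cutoff, the mean of all test compounds on that plate plus 3 SD, cut at about 35% in these data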;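 further: 0% = DMSO alone and 100% = 100 µM mitoxantrone as full dye displacement; higher means more dye released from RNA so lower well fluorescence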
PG9 binder: binders of HIV-1 gp120 antibody PG9, primary screen, biochemical, TR-FRET; 0.43% of 360,000 active; inhibition, % at 6.7 µM; TR-FRET gp120-PG9 antibody binding; in the data active means inhibition above about 8.5%
HTRA1 inhibitor: HTRA1 serine protease inhibitors, primary screen, biochemical, fluorescence polarization, HTS. recombinant HTRA1, FP-rhodamine activity-based probe. AID 504803, 2011. inhibition, % at 5.96 µM. Q92743. 0.5% of 340,000 active; in the data active means inhibition above about 36%;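 further: 0% = enzyme with DMSO and 100% = wells lacking enzyme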
ABHD4 inh: ABHD4 inhibitors, primary screen, biochemical, fluorescence polarization, mouse | (Lyso)-N-acylphosphatidylethanolamine lipase (Mus musculus), Q8VD66 | purified mABHD4, FP-Rh probe fluorescence polarization | inhibition, % at 8.92 µM | 0.54% of 370,000 active | AID 720543, 2013;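 active means inhibition exceeding the mean over every tested compound plus 3 SD, cut at about 30% in these data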;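 further: 0% = plate median of compound wells and 100% = S159A mutant with DMSO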
Target sequence (Q8VD66 whole entry, looked up): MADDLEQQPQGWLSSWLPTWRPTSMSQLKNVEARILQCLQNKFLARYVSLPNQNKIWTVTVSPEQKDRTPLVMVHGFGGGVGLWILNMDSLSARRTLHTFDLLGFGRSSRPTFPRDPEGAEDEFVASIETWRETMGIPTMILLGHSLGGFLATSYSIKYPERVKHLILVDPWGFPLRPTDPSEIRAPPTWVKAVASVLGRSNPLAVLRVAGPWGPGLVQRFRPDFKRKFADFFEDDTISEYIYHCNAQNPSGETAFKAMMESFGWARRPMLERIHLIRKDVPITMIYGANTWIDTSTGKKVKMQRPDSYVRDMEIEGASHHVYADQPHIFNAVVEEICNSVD
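system = mouse ABHD4 enzyme, wild type | medium = HEPES pH 7.0, NaCl, Pluronic buffer | also added = FP-Rh probe | incubation = Enzyme–compound pre-incubation 45 min, then probe 60 min, both 25 °C | technique = fluorescence polarization, excitation 525 nm, emission 598 nm, BODIPY TMR filters | controls = S159A mutant high control, sample median low control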
SMARCA2 act: SMARCA2 (BRM) function activators, primary screen, cell-based, luminescence, high throughput; MG213 cells, MMTV-luciferase reporter, dexamethasone, overnight; activation, % at 9.1 µM; 1% of 370,000 active; in the data active means activation above about 7.8%;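 further: 0% = vehicle wells and 100% = reference activator wells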
Rev-erbA mod: modulators of Rev-erb alpha DNA binding, primary screen, biochemical, FITC-DNA, fluorescence polarization, uHTS; 0.79% of 370,000 active; Nuclear receptor subfamily 1 group D member 1 (Homo sapiens), P20393; Rev-erbα–FITC-DNA binding, 90 min; activity, % at 10 µM; AID 1259318, 2017;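 active means activity above about 14%, limit read from the data; passing the limit was not always enough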;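 further: 0% = DMSO wells with 35 nM protein and 100% = DMSO wells with 750 nM protein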
Target sequence (P20393 whole entry, looked up): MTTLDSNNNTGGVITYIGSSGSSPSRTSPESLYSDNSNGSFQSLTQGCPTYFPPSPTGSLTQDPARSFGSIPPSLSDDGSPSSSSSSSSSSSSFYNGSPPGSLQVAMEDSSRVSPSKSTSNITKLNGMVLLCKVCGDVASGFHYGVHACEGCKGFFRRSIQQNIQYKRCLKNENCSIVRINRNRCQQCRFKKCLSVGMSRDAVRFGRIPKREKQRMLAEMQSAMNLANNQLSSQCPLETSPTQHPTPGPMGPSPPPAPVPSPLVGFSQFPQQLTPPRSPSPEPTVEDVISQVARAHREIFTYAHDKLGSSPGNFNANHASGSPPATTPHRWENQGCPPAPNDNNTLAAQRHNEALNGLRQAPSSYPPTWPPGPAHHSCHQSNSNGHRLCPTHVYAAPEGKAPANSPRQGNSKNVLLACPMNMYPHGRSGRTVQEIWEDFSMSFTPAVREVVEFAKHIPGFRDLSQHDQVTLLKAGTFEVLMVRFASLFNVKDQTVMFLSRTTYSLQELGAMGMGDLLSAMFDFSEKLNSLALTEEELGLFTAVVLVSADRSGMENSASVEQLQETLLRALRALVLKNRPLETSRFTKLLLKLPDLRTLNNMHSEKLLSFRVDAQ
GC-A act: GC-A stimulated cGMP production enhancers – HEK293 GC-A cells, cGMP TR-FRET, EC30 ANP, primary screen; 0.14% of 370,000 active; Atrial natriuretic peptide receptor 1 (Homo sapiens), P16066; 0% at EC30 ANP, 100% saturating ANP; activation, % at 10 µM; AID 1671463, 2021; in the data active means activation above about 40%
NPR2 activator: human GC-B receptor activators, primary screen, HEK293 GC-B cells, cGMP TR-FRET, EC30 CNP; 0% at EC30 CNP, 100% saturating CNP; activation, % at 10 µM; 0.11% of 370,000 active; AID 1920062, 2024;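 active means activation at 10 µM reaching about 35% in either raw or pattern-adjusted values, limit read from the data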
ASAP1 inh: inhibitors of human ASAP1 ArfGAP activity, primary screen, biochemical, fluorescence polarization; Arf-GAP with SH3 domain, ANK repeat and PH domain-containing protein 1 (Homo sapiens), …; ASAP1-stimulated ARF1 GTP hydrolysis, GDP FP detection; inhibition, % at 16.5 µM; 0.19% of 360,000 active; AID 624377, 2012; in the data active means inhibition above about 25%;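 further: 0% = vehicle with enzyme and substrate and 100% = no enzyme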
* = called active by the depositor; . = no result given.

nr | SMILES | HTRA1 inhibitor | NPR2 activator | PG9 binder | ABHD4 inh | Rev-erbA mod | ASAP1 inh | SMARCA2 act | rCAG RNA binder | GC-A act | ARFGAP1 inh
1 | COc1ccc(NC(=O)C2Cc3c(-c4cccc(F)c4)ccnc3O2)cc1OC (stereo unspecified) | . | 3 | -0.1 | 4 | 0 | -13 | -9 | 1 | 8 | 6
2 | CCOC(=O)c1cc(-c2ccccc2)n(CCC(=O)N2CCN(c3ccccc3OC)CC2)c1C | -13 | -10 | 1.8 | -9 | 2 | 5 | -5 | 2 | -11 | 5
3 | COc1cc(/C=N/NC(=O)c2cnn3c(C)cc(-c4ccccc4)nc23)ccc1O | -12 | 8 | -2.2 | -4 | 1 | 0 | 1 | 8 | 9 | 13
4 | CC(C)OC(=O)CSc1nnc(-c2ccccc2)n1N | 2 | 5 | 0.7 | 3 | 0 | -1 | -2 | -1 | -3 | 12
5 | O=C(CC1CCCCC1)NCC1CCCO1 (stereo unspecified) | -4 | 2 | -0.1 | 3 | -3 | -12 | 0 | 0 | -5 | -7
6 | CCOC(=O)C1=C(C)NC(=O)NC1c1ccc([N+](=O)[O-])o1 (stereo unspecified) | -4 | 0 | -0.4 | -2 | 0 | 13 | 1 | 0 | -1 | 1
7 | O=C(O)c1cccc([N+](=O)[O-])c1C(=O)Nc1nc2ccccc2s1 | 1 | 2 | -0.2 | 3 | -1 | 10 | 2 | 0 | -4 | 9
8 | Cc1ccc(CNC(=O)C(=O)NCC2CCCO2)cc1 (stereo unspecified) | 9 | 4 | -3.2 | -6 | 0 | -4 | 2 | -3 | 3 | 0
9 | C[C@@H]1CCCCO[C@@H](CN(C)C(=O)Nc2ccccc2)[C@@H](C)CN([C@H](C)CO)C(=O)c2cc(NC(=O)NC3CCCCC3)ccc2O1 | . | 6 | 0.3 | -6 | -1 | 3 | -4 | 11 | 3 | -3
10 | CSc1ccc(Cl)c(C(=O)NCc2ccco2)c1 | -3 | 4 | -1.7 | 4 | 0 | 7 | 1 | 4 | 5 | -5
11 | CC(C)CN1C(=S)SC(C)(C)C1n1oc(=O)n(-c2ccccc2)c1=O (stereo unspecified) | -27 | -7 | -3.0 | -6 | 2 | 1 | -1 | -3 | -2 | 2
12 | COC(=O)C1=C(C)N(Cc2cccc(C(F)(F)F)c2)C(=NCc2ccc(OC)cc2)NC1c1cccc(C(F)(F)F)c1 (stereo unspecified) | . | -16 | -0.4 | 31* | -1 | 9 | -1 | 2 | -16 | 8
13 | N#Cc1c(Cl)nc2c(c1C#N)CCCC2 | 1 | -8 | 0.7 | -2 | 0 | 1 | -5 | -5 | 7 | 3
14 | O=C(Nc1ccc(Br)cc1)N1CCCCCC1 | 0 | -1 | -1.2 | -5 | 5 | 0 | 4 | -2 | 1 | 0
15 | COc1ccc(C(=O)c2coc3ccc(O)c(CN(C)C)c23)cc1 | -17 | -9 | 0.8 | -5 | -5 | -3 | 0 | 6 | 0 | 3
16 | COc1ccc(-n2c(NC(=O)c3ccco3)c(C#N)c3nc4ccccc4nc32)cc1 | -2 | -2 | 6.7 | 9 | -2 | 2 | -1 | 53* | -1 | -5
17 | Cc1coc2cc3oc(=O)c(CCC(=O)NC4CC4)c(C)c3cc12 | -4 | 4 | 0.0 | 0 | -1 | -9 | 3 | 0 | 3 | 4
18 | O=C1c2ccccc2-c2cccnc21 | -6 | -5 | -2.1 | -10 | 3 | -5 | 1 | 0 | 1 | -10
19 | COc1ccccc1N(CC(=O)Nc1ccccc1C)S(C)(=O)=O | -5 | -6 | -1.2 | -3 | -7 | -8 | -2 | -4 | 3 | 6
20 | CCSc1n[nH]c2nc3c(c(=O)n12)C1(CCCC1)Cc1ccccc1-3 | 3 | 2 | 1.4 | 3 | -11 | 5 | -6 | 6 | 3 | -6
21 | COc1ccc(C)cc1NC(=O)NC1CCN(Cc2ccccc2)CC1 | -3 | 2 | 3.2 | 2 | 8 | -3 | -3 | 1 | -2 | -4
22 | O=C(N/N=C/c1sc2ccccc2c1O)c1cccc2ccccc12 | 20 | -2 | -8.9 | 19 | 5 | 6 | -5 | 13 | -5 | 9
23 | CCCCNC(=S)N1CCn2cccc2C1c1ccccc1 (stereo unspecified) | -10 | 1 | -0.4 | -1 | -1 | 1 | 2 | -5 | -2 | -1
24 | O=C([C@H]1O[C@@H](n2ccc(=O)[nH]c2=O)[C@H](O)[C@@H]1O)N1CCSC1 | . | 1 | 2.2 | 3 | -5 | 4 | -5 | 3 | 0 | 6
25 | C=CCn1c(=O)c2ccccc2n2c(SCC(=O)NC(C)C)nnc12 | -1 | 8 | -1.2 | 1 | 7 | 6 | 0 | -3 | -5 | 0

Next section:
nr | SMILES | HTRA1 inhibitor | NPR2 activator | PG9 binder | ABHD4 inh | Rev-erbA mod | ASAP1 inh | SMARCA2 act | rCAG RNA binder | GC-A act | ARFGAP1 inh
26 | CCc1c(C)nc(SCc2ccccn2)[nH]c1=O | -7 | 2 | -2.2 | 1 | -7 | -10 | -2 | -5 | 1 | -2
27 | CCCNC(=O)c1nnsc1S(=O)c1ccc(Cl)cc1 (stereo unspecified) | -4 | 1 | -2.2 | 2 | 1 | 5 | -13 | 1 | 16 | 13
28 | Cc1ccc(C)c(N2CCN(C(=O)CCc3nc(-c4ccc(Cl)cc4)no3)CC2)c1 | -5 | 3 | -1.4 | -1 | 4 | 5 | 0 | 1 | 3 | 3
29 | O=C(NCc1cc(Cl)cc(Cl)c1)c1ccc2sc([C@H]3C[C@H](O)[C@@H](CO)O3)nc2c1 | . | 11 | 0.8 | -7 | 1 | -9 | -7 | 2 | 2 | 8
30 | Cn1cc([N+](=O)[O-])c(C(=O)Nc2cnn(Cc3ccc(F)cc3)c2)n1 | 7 | 1 | -2.5 | 0 | 1 | 9 | -4 | 0 | -2 | 13
31 | CC1(C(=O)NCC2CC2)Cc2c(-c3ccc4c(c3)OCO4)ccnc2O1 (stereo unspecified) | . | -7 | 0.6 | 0 | -5 | -9 | -1 | 1 | -2 | 0
32 | N#C/C(=N\O)c1nc2ccccc2s1 | -7 | 1 | 1.4 | 2 | -1 | 2 | -4 | 2 | -3 | -4
33 | COc1cc(Cl)cc(NC(=O)CCN2CCN(C)CC2)c1 | 7 | 3 | -0.6 | -3 | -9 | -6 | 2 | 1 | 3 | 11
34 | Cc1cc(=O)oc2cc(OCC(=O)c3ccc4c(c3)NC(=O)CO4)ccc12 | 4 | -5 | 0.4 | -1 | 0 | 19 | 5 | 4 | -6 | 10
35 | COc1ccc(NC(=O)c2cn(CCC#N)nc2-c2cc3ccccc3o2)cc1 | -5 | -11 | -2.8 | -8 | 3 | -18 | -1 | 14 | -6 | 10
36 | COc1ccc(OCc2cc(C(=O)N3C[C@H]4CC[C@H]3C4)no2)c(Cl)c1 | 9 | 1 | -2.4 | 5 | -5 | -7 | 4 | -4 | -3 | -12
37 | COc1ccccc1CN1CC(C(=O)N(C)CCCn2nc(C)cc2C)CCC1=O (stereo unspecified) | 11 | 1 | 2.4 | 10 | -1 | -2 | -1 | -6 | 4 | 6
38 | COC(=O)c1ccc(/C=N/n2cnnc2)cc1 | 8 | -4 | -2.7 | -3 | 2 | -3 | 2 | -1 | -1 | 12
39 | CC(C(=O)c1ccc(-c2ccccc2)cc1)[n+]1ccccc1 (stereo unspecified) | 3 | 2 | -0.6 | 2 | 5 | -10 | -8 | 2 | 6 | 9
40 | CN(C)CCN(Cc1cc2cc3c(cc2[nH]c1=O)OCO3)C(=S)NCc1ccco1 | 4 | -3 | -1.1 | 4 | 3 | 8 | 0 | -2 | 0 | -3
41 | COCCNc1cnn(-c2ccccc2)c(=O)c1Cl | -10 | 0 | -0.5 | 5 | 1 | 2 | -3 | -1 | -2 | -2
42 | Cc1ccccc1C(=O)Nc1cc(C(F)(F)F)ccc1-n1cncn1 | -4 | -5 | -0.5 | 4 | 3 | -7 | -1 | 0 | -2 | 2
43 | O=C(NCCCn1ccnc1)c1ccc(S(=O)(=O)N2CCOCC2)cc1 | 2 | 0 | 0.9 | 2 | -5 | -7 | -6 | -2 | -1 | 13
44 | CCCc1cc(N2CCCC(C(=O)Nc3ccc(OC)cc3OC)C2)n2ncnc2n1 (stereo unspecified) | -2 | 0 | -1.0 | -5 | -2 | 4 | -1 | 0 | -3 | -1
45 | CC(C)C(O)P(=O)(OCc1ccccc1)c1ccc(N(C)C)cc1 (stereo unspecified) | 4 | 8 | -0.7 | -2 | -3 | -2 | 0 | -7 | 3 | -13
46 | CCC(C)C(NC(=O)C1CCC(C)CC1)C(=O)NC(CCSC)C(=O)OC (stereo unspecified) | -1 | -1 | 1.3 | -5 | 3 | -4 | -2 | -5 | 3 | 2
47 | COc1ncnc2c1ncn2CCCN1CCN(Cc2cccc3ccccc23)CC1 | 1 | -1 | -0.5 | 4 | 2 | 9 | 3 | 0 | -1 | 12
48 | COc1ccc(CNCc2cc(OC)ccc2OC)cc1 | 0 | -1 | 2.5 | 3 | -2 | 3 | -3 | 2 | -7 | 10
49 | COc1ccc(/C=C/C(=O)OCC(=O)Nc2cc(C(N)=O)cc(C(N)=O)c2)cc1 | -4 | 1 | 0.3 | -6 | -2 | 9 | -3 | 6 | -7 | 8
50 | CCn1c(Cc2cccs2)nnc1SCC(=O)Nc1ccc(OC)c(OC)c1 | 3 | -2 | 1.5 | -6 | -4 | 3 | -2 | -3 | 0 | 5
51 | COc1ccc(CC(=O)N/N=C(\C)c2cccc(NC(=O)C3CC3)c2)cc1 | -4 | 1 | -1.7 | -5 | -2 | 5 | -2 | -3 | 2 | -1

By substructure, those above with a cyano group (4)
nr | SMILES | HTRA1 inhibitor | NPR2 activator | PG9 binder | ABHD4 inh | Rev-erbA mod | ASAP1 inh | SMARCA2 act | rCAG RNA binder | GC-A act | ARFGAP1 inh
13 | N#Cc1c(Cl)nc2c(c1C#N)CCCC2 | 1 | -8 | 0.7 | -2 | 0 | 1 | -5 | -5 | 7 | 3
16 | COc1ccc(-n2c(NC(=O)c3ccco3)c(C#N)c3nc4ccccc4nc32)cc1 | -2 | -2 | 6.7 | 9 | -2 | 2 | -1 | 53* | -1 | -5
32 | N#C/C(=N\O)c1nc2ccccc2s1 | -7 | 1 | 1.4 | 2 | -1 | 2 | -4 | 2 | -3 | -4
35 | COc1ccc(NC(=O)c2cn(CCC#N)nc2-c2cc3ccccc3o2)cc1 | -5 | -11 | -2.8 | -8 | 3 | -18 | -1 | 14 | -6 | 10
